Bioassay records deposited in PubChem BioAssay by Icahn School of Medicine at Mount Sinai.
ROC1-CUL1 inh – inhibitors of human ROC1-CUL1 ubiquitin ligase activity; in vitro K48 di-Ub FRET, acceptor:donor ratio, 45 min; inhibition, % at 10 µM; 0.6% of 140,000 active; in the data active = inhibition above about 25%
Target sequence (P62877 whole entry, looked up): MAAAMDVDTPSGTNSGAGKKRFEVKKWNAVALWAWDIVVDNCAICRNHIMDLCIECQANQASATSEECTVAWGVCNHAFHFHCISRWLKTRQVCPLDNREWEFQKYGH
Target sequence (Q13616 whole entry, looked up): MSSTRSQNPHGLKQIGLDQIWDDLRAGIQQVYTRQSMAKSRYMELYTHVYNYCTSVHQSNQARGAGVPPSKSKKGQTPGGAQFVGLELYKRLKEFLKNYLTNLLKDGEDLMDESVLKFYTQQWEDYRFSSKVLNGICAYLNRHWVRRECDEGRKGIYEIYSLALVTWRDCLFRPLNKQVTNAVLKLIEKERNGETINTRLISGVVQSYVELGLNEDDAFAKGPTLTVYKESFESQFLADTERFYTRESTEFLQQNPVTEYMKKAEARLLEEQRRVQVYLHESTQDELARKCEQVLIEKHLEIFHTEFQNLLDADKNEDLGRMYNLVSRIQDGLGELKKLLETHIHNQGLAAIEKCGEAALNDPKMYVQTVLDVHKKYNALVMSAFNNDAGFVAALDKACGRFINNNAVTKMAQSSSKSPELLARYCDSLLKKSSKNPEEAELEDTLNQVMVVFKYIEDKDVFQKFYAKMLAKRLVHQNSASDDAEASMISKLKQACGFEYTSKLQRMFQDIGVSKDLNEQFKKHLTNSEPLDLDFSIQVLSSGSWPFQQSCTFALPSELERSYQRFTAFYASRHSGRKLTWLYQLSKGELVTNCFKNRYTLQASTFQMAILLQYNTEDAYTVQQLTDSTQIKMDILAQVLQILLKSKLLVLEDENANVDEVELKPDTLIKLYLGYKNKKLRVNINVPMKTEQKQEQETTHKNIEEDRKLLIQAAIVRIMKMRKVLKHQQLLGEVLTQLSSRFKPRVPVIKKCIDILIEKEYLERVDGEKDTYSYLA
* hit, by the source's call; & = joins results of further samples. Not all compounds are listed; count on the stated rates, not on these rows.

ROC1-CUL1 inh,molecule
7,CN(C)c1nc(Oc2ccc(=O)[nH]n2)nc(N(C)C)n1
-2,CCOC(=O)c1ccc(-c2ccc(C=C3C(=O)OC4(CCCCC4)OC3=O)o2)cc1
19,Cc1cc(OCCCCc2c(C)n[nH]c2C)ccc1Cl
4,Cc1cnnn1-c1ccc(C(=O)N(C)c2ccccc2)cc1
-1,Cc1csc(NC(=O)CS(=O)(=O)c2ccc3ccccc3c2)n1
10,CCSc1ccccc1C(=O)NCc1ccccc1C
2,O=S1(=O)c2cccc3cccc(c23)N1Cc1ccc(Cl)c(Cl)c1
2,COC(=O)Cn1ccc2cc(S(=O)(=O)N3CCCCCC3)ccc21
-5,COCCNc1ccc(-c2nc(-c3cccc(C)c3)no2)cc1[N+](=O)[O-]
6,Cc1cc(C)c2c(c1)C1(OCCO1)C(=O)N2C
4,Cc1cc(C)cc(NC(=O)CCc2nnc3n(CC(C)C)c(=O)c4ccccc4n23)c1
-1,COc1cc2nc(Nc3cccc(C)c3)nc(N)c2cc1OC
13,CCOC(=O)N1CCN(C(=O)c2ccc(N3CCC(NC4CCOC(C)(C)C4)CC3)cc2)CC1 (stereo unspecified)
-1,COC(=O)c1c(-c2ccc(OC)c(OC)c2)csc1NC(=O)Cc1ccc(Br)cc1
1,COc1ccc(-c2[nH]ncc2CNCc2cccc(OC)c2OC)c(F)c1
5,CC(CN1C(C)CCCC1C)OC(=O)c1ccc(F)cc1 (stereo unspecified)
-1,CC(=O)N1CCNC(=O)C1CC(=O)N1CCN(c2ccccc2)CC1 (stereo unspecified)
-8,CCSc1ncc(Cl)c(C(=O)NCCc2ccccc2)n1
0,O=C1CC(NCc2ccccc2OCCO)CN1C1CCCCCC1 (stereo unspecified)
-3,Cc1ccc(-c2c(-c3nnnn3-c3ccccc3)cnn2-c2ccc(Cl)c(Cl)c2)cc1
8&2,COCCCn1c(=N)c(C(=O)NCc2cccnc2)cc2c(=O)n3cccc(C)c3nc21
-6,COc1cccc(C(=O)Nc2cc3c(cc2C(=O)c2ccc(C)cc2)OCCO3)c1
-2,CCCOc1ccc2[nH]c(C)c(CCC)c(=S)c2c1
8,CCCCc1nn2c(=O)c(NC(=O)c3ccc(F)cc3)cnc2s1
7,CCCNC(=O)c1cc2n(n1)CCCN(Cc1ccc(F)cc1)C2=O
-3,CC1(C)CC(=O)C2(OC(c3ccc(Cl)cc3Cl)=NS2)C(=O)C1
-3,Cc1ccc(NC(=O)c2oc3ccccc3c2NC(=O)c2cc3ccccc3o2)cc1
10&1,CCOc1cc(S(=O)(=O)n2ccnc2C)ccc1F
6,COC(=O)C12CCC(=O)N1CCc1c2[nH]c2ccccc12 (stereo unspecified)
-10,Cc1nc(C2CCN(c3nc(N(C)C)nc4c3CCCC4)CC2)cc(=O)[nH]1

Molecules from the list above that contain an NH in an aromatic ring, in the order listed:
ROC1-CUL1 inh,molecule
7,CN(C)c1nc(Oc2ccc(=O)[nH]n2)nc(N(C)C)n1
19,Cc1cc(OCCCCc2c(C)n[nH]c2C)ccc1Cl
1,COc1ccc(-c2[nH]ncc2CNCc2cccc(OC)c2OC)c(F)c1
-2,CCCOc1ccc2[nH]c(C)c(CCC)c(=S)c2c1
6,COC(=O)C12CCC(=O)N1CCc1c2[nH]c2ccccc12 (stereo unspecified)
-10,Cc1nc(C2CCN(c3nc(N(C)C)nc4c3CCCC4)CC2)cc(=O)[nH]1

(listing goes on)
ROC1-CUL1 inh,molecule
9,COc1ccc(C2C3=C(CC(C)(C)CC3=O)N(c3cccnc3)C(=N)C2C#N)cc1CN1CCOCC1 (stereo unspecified)
8,COCC(=O)Nc1cccc(Cl)c1
-6,CCCCn1nnnc1NCc1ccccc1
1,Cc1ccc(C2c3c(n[nH]c3-c3ccccc3)OC(=N)C2C#N)cc1 (stereo unspecified)
4,COc1cccc2c1OCCCN(C(=O)Cn1ncc(N3CCCC3)cc1=O)C2
8,COc1ccccc1NC(=S)NNC(=O)c1nnn(-c2ccccc2)c1C
11,COc1cc(-c2cc(OC)c3c(C)oc(C)c3c(=O)c2)ccc1OC(=O)c1ccccc1F
8,O=C(NCc1ccccc1)c1ccc(Cl)cc1
1,N#CC(C#N)=NC1=C(N2CCCC2)CCc2ccccc21
-7,COc1ccc(S(=O)(=O)NCCc2sc(-c3cccnc3)nc2C)c(F)c1
-10,Cc1ccc(C(=O)CNc2ccc(Cl)cc2)cc1
-9,CCOC(=O)C1CCN(C(=O)Cn2nc(CC)n3c(cc4sccc43)c2=O)CC1
-8,Cn1c(C(=O)Nc2ccc(Cc3ccncc3)cc2)cc2ccccc21
0,N#CC1C(=N)Oc2n[nH]c(-c3cccnc3)c2C1c1cc2c(cc1Cl)OCO2 (stereo unspecified)
-1,O=[N+]([O-])c1ccccc1N/N=C/c1ccc2ccccc2c1
4,Cc1ccc(NS(=O)(=O)c2ccccc2)cc1O
0,CCOC(=O)C(Cc1c[nH]c2ccccc12)NC(=O)COc1ccc(CC)cc1 (stereo unspecified)
-2,CCOC(=O)c1[nH]c(C)c(C(=O)N2CCC(c3cc(=O)[nH]cn3)CC2)c1C
3,COc1cccc(-c2nn3c(-c4c5c(nn4C)CCCC5)nnc3s2)c1
-4,Cc1ccc(-c2noc(CSc3nnc(C)n3-c3ccc(C)cc3)n2)cc1
-8,O=C1NCCc2c1[nH]c1ccccc21
-7,O=C(CSc1nnc(-c2cccc3ccccc23)n1-c1ccccc1)Nc1cc(Cl)ccc1Cl
5,CCN1CCCC1CNCc1ccc(F)cc1 (stereo unspecified)
-2,Cc1nnc(SCc2ccc(Br)cc2)s1
-4,CCN1CCN(c2csc3ccc(C)cc3c2=O)CC1
-1,COc1cc(NC(=S)NCc2ccccc2OC)c(OC)cc1Cl
-7,CC(=O)Nc1ccc(S(=O)(=O)N(Cc2ccccc2)c2ccccc2F)cc1
-4,COc1ccc(-c2nn3c(=O)cc(CN4CCN(C(=O)c5ccc(C(C)(C)C)cc5)CC4)nc3s2)cc1
12,Cc1ccc2c(c1)-c1c(ssc1=Nc1ccc(C)c(C)c1)C(C)(C)N2
0,COC(=O)CCC(=O)NC1CCCc2nc(-c3cccnc3)ncc21 (stereo unspecified)

2 neighbouring entries already listed, for reference:
ROC1-CUL1 inh,molecule
9,COc1ccc(C2C3=C(CC(C)(C)CC3=O)N(c3cccnc3)C(=N)C2C#N)cc1CN1CCOCC1 (stereo unspecified)
8,COCC(=O)Nc1cccc(Cl)c1

The listing picks up, starting 2 compounds before the break.
ROC1-CUL1 inh,molecule
12,Cc1ccc2c(c1)-c1c(ssc1=Nc1ccc(C)c(C)c1)C(C)(C)N2
0,COC(=O)CCC(=O)NC1CCCc2nc(-c3cccnc3)ncc21 (stereo unspecified)
7,O=C(Nc1ccc([N+](=O)[O-])cc1Cl)c1cc2nc(-c3ccc(Br)cc3)cc(C(F)(F)F)n2n1
5,Cc1ccc(CSCCNC(=O)CN(c2ccc(C)cc2)S(=O)(=O)c2ccccc2)cc1
8,Cc1c(C=C2C(=O)NC(=S)NC2=O)cc(-c2ccccc2)n1-c1ccccc1
2,CCCOc1ccc(N2CC(C(=O)N3CCCCC3)CC2=O)cc1 (stereo unspecified)
-6,Cc1ccc2cccc(OC(=O)c3ccc(Cl)c([N+](=O)[O-])c3)c2n1
-12,COc1ccc(C2C3=C(CCCC3=O)N=C(C)C2C(=O)Nc2cc(C)ccn2)cc1CSc1ccc(C)cc1 (stereo unspecified)
-7,Cc1ccn2c(Nc3ccc4c(c3)OCCO4)c(-c3cccs3)nc2c1
5,Cc1ncc2c(c1CNC(=O)/C=C/c1cccs1)CCN(C(=O)CCc1ccc3c(c1)OCO3)C2
-13,Cc1cc(C(=O)c2ccc3ccccc3c2)c(C)o1
5,COc1ccc2c(c1)sc1ncc(C(=O)NCc3ccc(Cl)cc3)c(=O)n12
-1,CCOC(=O)c1cc(-c2ccc(C)cc2)n(CCCC(=O)Nc2cc(C)ccc2C)c1
6,CC(C)(C)CC(=O)Nc1nnc2n1CCS2
-1,COC(=O)c1n[nH]c(C(=O)OC)c1-c1ccccc1
9,O=C1c2ccccc2S(=O)(=O)N1Cn1nnc2cc3ccccc3cc21
7,O=C1CCCc2oc3ccccc3c(=O)c21
15,COc1ccc(-c2cc(C(F)(F)F)n3nc(C(=O)O)cc3n2)cc1OC
-2,CO[C@H]1[C@H](NC(=O)C(C)C)c2ccccc2C12CCN(C(=O)COc1ccc(Cl)cc1)CC2
8,O=C(Nc1cccc(Cl)c1Cl)c1ccco1
4,COC(=O)C1CCCCN1Cc1nc(-c2cccs2)oc1C (stereo unspecified)
-8,O=C(COc1ccccc1Cl)Nc1ccccc1OCc1cc(=O)n2ccccc2n1
2,COc1ccc(CCN(Cc2ncc(C)[nH]2)CC2CCN(C)CC2)cc1
-1,CCOC(=O)c1c(-c2ccccc2)csc1NC(=O)c1ccc(C)o1
3,CC1C2c3ccccc3C(c3ccccc32)C1C(=O)Nc1cccc2ccccc12 (stereo unspecified)
-8,O=C(Nc1c(-c2ccc(F)cc2)nc2ccccn12)c1cccc(F)c1
1,CCC(=O)N1c2ccccc2-c2nnc(SC)nc2OC1c1ccc(F)cc1 (stereo unspecified)
-1,COc1ccc(C(CNC(=O)c2oc3ccccc3c2C)N2CCCCC2)cc1 (stereo unspecified)
2,Cc1cc(=O)n2nc(N(C)CC(=O)NCc3ccc(Cl)cc3)sc2n1
3,Cc1ccc(S(N)(=O)=O)cc1NC(=O)Nc1ccc(Cl)c(Cl)c1
-9,COC(=O)C1C(C)=NC(C)=C(C(=O)OCCN2CCN(S(=O)(=O)c3cccc(C(F)(F)F)c3)CC2)C1c1cccc([N+](=O)[O-])c1 (stereo unspecified)
-1,CCOC(=O)c1ccc(NCc2cc(Br)c(OCC(=O)NC(C)(C)C)c(OC)c2)cc1
0,CN1CCNC(=O)C1CC(=O)NC1CCC1 (stereo unspecified)
15,Cc1cccc(-n2cc(-c3ccnc(NCC4(CO)CCC4)n3)cn2)c1
-5,O=C(COc1ccccc1-c1ccccc1)c1ccc(F)cc1
5,NC(=O)CSc1nc2ccccc2c(=O)[nH]1
2,COc1cccc(C(=O)Nc2ccc(C)c(O)c2)c1
-4,CCOC(=O)C1=C(c2ccccc2)N=c2s/c(=C\c3ccccc3OCC)c(=O)n2C1c1ccc(F)cc1 (stereo unspecified)
7,Cc1cc(C)c2nc(-c3cccnc3)oc(=O)c2c1
-6,C=CCC(O)(CC=C)C(C)NC(=O)CCc1nnc(-c2ccsc2)o1 (stereo unspecified)
-2,Cc1noc(NS(=O)(=O)c2ccc(NC(=O)/C=C/c3cccs3)cc2)c1C
2,COc1cc(C)c(C)cc1S(=O)(=O)NC(C)C
-19,C#CCSc1nc2nc(C)c(C(C)=O)c(C)n2n1
13,O=C(CC12CC3CC(CC(C3)C1)C2)N1CCCC(CO)(Cc2ccc(F)cc2)C1 (stereo unspecified)
3,COc1ccc2c(c1)C(C1CCN(CCCC(C)O)CC1)Oc1ccccc1S2 (stereo unspecified)
6,COCCN1CCC(CN(Cc2ccncc2)Cc2ccsc2)CC1
-9,O=C1Nc2ccccc2Nc2ncccc21
5,CC1=NN(c2ccccc2)C(=O)/C1=C/c1cn(CN2CCOCC2)c2ccccc12
-5,CC(C)(C)C(=O)COc1ccc2c(-c3ccccc3)cc(=O)oc2c1
-1,C=CCc1cc(/C=N/NC(=O)c2cc3c(ccc4ccccc43)o2)cc(OC)c1OC
-16,COc1cccc(C2CC(=O)N=C3C2C(=O)N(C)c2nc4ccccc4n23)c1 (stereo unspecified)
-5,CCS(=O)(=O)N1CCC(C(=O)Nc2cccc(C(F)(F)F)c2)CC1
2,COc1cc(CNCCOC(C)C)ccc1OCC(O)CN1CCSCC1 (stereo unspecified)
-5,OCC1(CCCc2ccccc2)CCN(C2CSCCSC2)CC1
0,Cc1ccc(C(=O)N(Cc2sccc2C)C2CCS(=O)(=O)C2)cc1 (stereo unspecified)
1,Cc1cc2c(c(/C=C/C(=O)c3ccccc3)c1)OC1(C=C2)Oc2ccccc2C(=O)N1C (stereo unspecified)
9,CN(Cc1ccccc1)C1(C(=O)N2CCCC2)Cc2ccccc2C1
-4,Cc1ccc(C(=O)Nc2ccc(N3CCC(NCc4cnn(Cc5ccccc5)c4)CC3)cc2)c(C)c1
-13,O=C(CCC1CCCN(C(=O)CCCn2cncn2)C1)NCc1ccc(F)c(F)c1 (stereo unspecified)
-9,O=C(Cn1nnnc1CN1CCOCC1)N1CCN(c2ccc(Cl)cc2)CC1
2,COCCn1c(CNC(=O)c2ccccc2C)nc2cccnc21
7,CCOC(=O)CNC(=O)N1CCc2onc(-c3ccc(Cl)cc3)c2C1

Gathered by group, the entries above with a furan ring, fused or not.
ROC1-CUL1 inh,molecule
-2,CCOC(=O)c1ccc(-c2ccc(C=C3C(=O)OC4(CCCCC4)OC3=O)o2)cc1
-3,Cc1ccc(NC(=O)c2oc3ccccc3c2NC(=O)c2cc3ccccc3o2)cc1
11,COc1cc(-c2cc(OC)c3c(C)oc(C)c3c(=O)c2)ccc1OC(=O)c1ccccc1F
-13,Cc1cc(C(=O)c2ccc3ccccc3c2)c(C)o1
8,O=C(Nc1cccc(Cl)c1Cl)c1ccco1
-1,CCOC(=O)c1c(-c2ccccc2)csc1NC(=O)c1ccc(C)o1
-1,COc1ccc(C(CNC(=O)c2oc3ccccc3c2C)N2CCCCC2)cc1 (stereo unspecified)
-1,C=CCc1cc(/C=N/NC(=O)c2cc3c(ccc4ccccc43)o2)cc(OC)c1OC

(list continues)
ROC1-CUL1 inh,molecule
1,S=C(Nc1ccc(Oc2ccccc2)cc1)N1CCN(c2ncccn2)CC1
6,CSc1nc(N)nn1S(=O)(=O)c1cc(Cl)ccc1Cl
2,CCOC(=O)C1(Cc2cccc(OC)c2)CCN(C(C)Cc2cc(C)ccn2)CC1 (stereo unspecified)
-2,Cc1cccc(N2CCN(C(=O)c3cccc(-n4c(C)nc5cccnc54)c3)CC2)c1C
3,CCOc1ccc(NC(=O)N(Cc2cn(CC)c3ccccc23)C2CCCCCC2)cc1
2,COc1ccc(C(O)(CS(C)=O)C2CC2)cc1 (stereo unspecified)
8,O=C(CCC1CCCN(C(=O)c2ccoc2)C1)Nc1ccc(Cl)cc1 (stereo unspecified)
-2,O=[N+]([O-])c1ccccc1S(=O)(=O)NCc1ccc2c(c1)OCO2
3,CCOC(=O)C1C(=N)OC2=C(C(=O)CC(C)(C)C2)C1c1ccccc1 (stereo unspecified)
2,Cc1nnc(NC(=O)Nc2ccc(Cl)c(Cl)c2)s1
